# Source: PubChem
# CF NFkB inh: blocks PAF-induced NF-kB reporter in cystic fibrosis cells; 360,000 compounds, 0.86% hits; KKLEB NF-kB-GFP reporter, GFP fluorescence overnight; inhibition, % at 5 µM;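 active = at least 50% inhibition at 5 µM, scaled per plate between neutral and stimulator controls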;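 note: PAF is a Pseudomonas aeruginosa culture filtrate used as stimulus; plate controls were PAF-stimulated DMSO wells for no effect and unstimulated DMSO wells for full effect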
# TROY NFkB inh: blocks TROY-dependent signaling in reporter cells; Q293 LMP1-TROYcd NF-kB luciferase reporter, 4 h; inhibition, % at 10 µM; 360,000 compounds, 0.98% hits; AID 1347056;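 active = compounds whose plate-normalised and pattern-corrected inhibition of the luciferase reporter signal at the single screening dose is 50% or more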
# SRC3 inh: inhibits human SRC3 coactivator. Q9Y6Q9. HEK293 GAL4-SRC3 luciferase reporter, luminescence. inhibition, % at 3.6 µM. 360,000 compounds, 0.17% hits. AID 588352;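 active = inhibition above a per-campaign cutoff, the mean of all compounds plus 3 SD, cut at about 60% in these data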;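 note: 0% = DMSO-treated cells and 100% = gossypol-treated cells at 36 µM; higher means less SRC3-driven luciferase light from the GAL4 reporter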
# SRC1 inh: human NCOA1 inhibition; Q15788; HEK293 GAL4-SRC1 luciferase reporter, luminescence; inhibition, % at 3.6 µM; 360,000 compounds, 0.12% hits;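 active = inhibition above the campaign mean plus 3 SD, with each screening campaign given its own cutoff, cut at about 60% in these data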;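 note: 0% = DMSO treated cells and 100% = gossypol at 36 µM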
# EBV LMP1 NFkB: reduces LMP1-driven NF-kappaB luciferase signal; 350,000 compounds, 0.69% hits; AID 504558; LMP1-induced NF-kappaB luciferase reporter cells, luminescence; inhibition, % at 12.5 µM; in the data active = inhibition above about 41%;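 note: 0% = neutral control wells and 100% = reference inhibitor control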
# KKLEB cytotox: reduces viability of KKLEB cystic fibrosis airway cells. KKLEB CF airway cells viability, ATPlite luminescence, overnight; stronger effect = lower value; cells stimulated with P. aeruginosa culture filtrate. activity change (cytotoxicity), % at 5 µM. 360,000 compounds, 0.36% hits. AID 602141;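 active = corrected activity change at or below -50% at 5 µM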
# LRH-1 inv ag: suppresses constitutive activity of human LRH-1; O00482; HEK293T StAR-luciferase reporter, LRH-1 transfected, 24 h; inhibition, % at 3.6 µM; 360,000 compounds, 0.13% hits;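 active = inhibition above the mean inhibition of all tested compounds plus 3 SD, cut at about 73% in these data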;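 note: 0% = DMSO wells and 100% = reporter-only cells lacking LRH-1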
# Target sequence (O00482 whole entry, looked up): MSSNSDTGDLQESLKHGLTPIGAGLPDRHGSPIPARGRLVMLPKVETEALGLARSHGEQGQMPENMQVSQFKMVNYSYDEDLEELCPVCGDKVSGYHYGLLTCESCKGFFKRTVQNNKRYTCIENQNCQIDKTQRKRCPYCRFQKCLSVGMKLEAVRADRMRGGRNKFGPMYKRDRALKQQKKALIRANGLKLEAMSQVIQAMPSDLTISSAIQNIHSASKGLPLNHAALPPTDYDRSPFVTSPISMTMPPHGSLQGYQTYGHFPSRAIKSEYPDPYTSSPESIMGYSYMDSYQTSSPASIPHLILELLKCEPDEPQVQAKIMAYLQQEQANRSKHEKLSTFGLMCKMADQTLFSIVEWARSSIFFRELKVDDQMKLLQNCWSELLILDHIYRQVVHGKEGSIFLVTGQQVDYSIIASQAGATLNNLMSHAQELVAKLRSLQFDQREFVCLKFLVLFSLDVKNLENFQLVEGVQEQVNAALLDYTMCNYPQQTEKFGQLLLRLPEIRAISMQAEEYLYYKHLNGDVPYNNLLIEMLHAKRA
# TWEAK Fn14 block: TWEAK-Fn14 signaling inhibition; 360,000 compounds, 2% hits; TWEAK-stimulated Fn14 reporter cells, luciferase luminescence, 8 h; inhibition, % at 10 µM; in the data active = inhibition above about 50%
# Shn3 inh set2: inhibitors of Schnurri-3 3'UTR reporter in osteoblasts; Clone20 osteoblast Shn3 3'UTR firefly luciferase, 24 h; inhibition, % at 12.5 µM; 360,000 compounds, 0.52% hits; AID 588674;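 active = mean inhibition of at least 75% with every replicate also reaching 75%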;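 note: 0% = median of neutral control wells and 100% = pilot-screen positive control compound; some compounds past the cut are filed as inactive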
# TRAIL sens C8: sensitizes caspase-8 expressing cells to TRAIL. NB7+C8 cells + TRAIL, ATPlite viability luminescence. inhibition (viability loss, TRAIL sensitization), % at 10 µM. 360,000 compounds, 1% hits. AID 624354;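 active = compounds causing at least 50% loss of cell viability in the single-dose screen, relative to plate controls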
# COUP-TFII inh: NR2F2 (human) inhibition, primary screen | HEK293T NGFI-A luciferase reporter, luminescence | 370,000 compounds, 0.7% hits | P24468 | inhibition, % at 8.6 µM;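 active = inhibition above a per-plate cutoff, mean inhibition of test wells between control levels plus 3 SD, cut at about 38% in these data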;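 note: cells cotransfected with COUP-TFII expression vector driving the NGFI-A reporter; 0% = median of COUP-TF2 test wells and 100% = reporter-only cells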
# Target sequence (P24468 whole entry, looked up): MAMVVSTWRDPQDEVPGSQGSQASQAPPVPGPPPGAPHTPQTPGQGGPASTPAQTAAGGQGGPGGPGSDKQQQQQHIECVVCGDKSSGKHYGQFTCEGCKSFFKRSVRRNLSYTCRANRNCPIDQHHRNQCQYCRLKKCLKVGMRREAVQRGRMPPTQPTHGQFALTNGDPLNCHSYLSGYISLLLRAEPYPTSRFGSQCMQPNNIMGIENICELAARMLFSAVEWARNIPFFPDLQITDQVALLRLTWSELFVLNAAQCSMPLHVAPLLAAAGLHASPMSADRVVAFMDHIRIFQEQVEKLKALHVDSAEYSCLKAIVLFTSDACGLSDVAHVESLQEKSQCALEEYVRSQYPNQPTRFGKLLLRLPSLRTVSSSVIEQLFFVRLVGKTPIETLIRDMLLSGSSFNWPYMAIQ
# Starred values were filed as active, the others as inactive; x = no result given. These rows are one share of the data, so the mix of outcomes need not match the whole.
SMILES,CF NFkB inh,TROY NFkB inh,SRC3 inh,SRC1 inh,EBV LMP1 NFkB,KKLEB cytotox,LRH-1 inv ag,TWEAK Fn14 block,Shn3 inh set2,TRAIL sens C8,COUP-TFII inh
O=C(/C=C/c1ccco1)N1CCN(c2ccc(F)cc2)CC1,-1,4,10,-4,0,0,-21,-8,5,0,6
NS(=O)(=O)c1ccc(CCNC(=O)c2cc(-c3cccs3)nc3ccccc23)cc1,-16,6,2,3,-5,0,11,19,7,2,-11
Cc1nc2n(n1)C(c1ccccc1)C1=C(CC(c3ccco3)CC1=O)N2 (stereo unspecified),12,-6,5,-19,-19,-1,-14,2,6,-4,-1
CC(C)CCn1c(Br)nc2c1c(=O)n(CC(N)=O)c(=O)n2C,-12,2,7,3,11,-3,4,11,-33,10,4
CC(C)=C1C2CCC1C1C(=O)N(NC(=O)COc3ccc(C(C)(C)C)cc3)C(=O)C21 (stereo unspecified),7,-6,12,-2,-2,-3,21,-19,34,5,15
COc1ccc(N(C(=O)c2ccco2)C(C(=O)NC2CCCC2)c2ccco2)cc1OC (stereo unspecified),-16,0,-5,-1,-3,0,15,-10,4,-16,21
COC(=O)[C@]12CCCCC=C1N(Cc1ccco1)C(=O)[C@H](CC(=O)NCCCN1CCCC1=O)C2,x,-1,x,x,x,x,7,-8,x,20,-2
C[C@H]1CN([C@@H](C)CO)C(=O)c2cc(Br)cnc2O[C@H]1CN(C)Cc1ccc(Oc2ccccc2)cc1,-2,11,-14,-6,-4,-8,6,28,0,15,2
Clc1cccc(-c2ccc(/C=N/n3cnnc3)o2)c1,5,-21,20,4,-10,-2,3,-3,-8,0,-19
CCCN(CC1CC1)S(=O)(=O)c1ccc(S(N)(=O)=O)cc1,3,-10,-21,-11,-1,5,-16,-13,0,-1,2
O=C(N=c1ccn(-c2nc3ccccc3nc2NS(=O)(=O)c2ccccc2)cc1)c1cccs1,-6,-1,20,2,5,-3,-4,8,-16,-11,15
CC(C)(S)[C@@H](N)C(=O)O,8,3,5,7,55*,7,6,0,74,-11,6

# Complete entries, quoted from the list.
# CCCN(CC1CC1)S(=O)(=O)c1ccc(S(N)(=O)=O)cc1 across the screens: CF NFkB inh: 3; TROY NFkB inh: -10; SRC3 inh: -21; SRC1 inh: -11; EBV LMP1 NFkB: -1; KKLEB cytotox: 5; LRH-1 inv ag: -16; TWEAK Fn14 block: -13; Shn3 inh set2: 0; TRAIL sens C8: -1; COUP-TFII inh: 2
# C[C@H]1CN([C@@H](C)CO)C(=O)c2cc(Br)cnc2O[C@H]1CN(C)Cc1ccc(Oc2ccccc2)cc1 across the screens: CF NFkB inh: -2; TROY NFkB inh: 11; SRC3 inh: -14; SRC1 inh: -6; EBV LMP1 NFkB: -4; KKLEB cytotox: -8; LRH-1 inv ag: 6; TWEAK Fn14 block: 28; Shn3 inh set2: 0; TRAIL sens C8: 15; COUP-TFII inh: 2
# O=C(N=c1ccn(-c2nc3ccccc3nc2NS(=O)(=O)c2ccccc2)cc1)c1cccs1 across the screens: CF NFkB inh: -6; TROY NFkB inh: -1; SRC3 inh: 20; SRC1 inh: 2; EBV LMP1 NFkB: 5; KKLEB cytotox: -3; LRH-1 inv ag: -4; TWEAK Fn14 block: 8; Shn3 inh set2: -16; TRAIL sens C8: -11; COUP-TFII inh: 15

# Further compounds:
SMILES,CF NFkB inh,TROY NFkB inh,SRC3 inh,SRC1 inh,EBV LMP1 NFkB,KKLEB cytotox,LRH-1 inv ag,TWEAK Fn14 block,Shn3 inh set2,TRAIL sens C8,COUP-TFII inh
Cc1cccc(N2CCN(C(=O)CCS(=O)(=O)c3ccc(Br)cc3)CC2C)c1 (stereo unspecified),16,14,-4,6,-1,8,-4,13,13,-2,-1
CSc1ccc(CN2C(=O)C(C)Sc3ccc(C(C)=O)cc32)cc1 (stereo unspecified),5,7,3,-3,x,-7,10,-28,18,-8,4
O=S(=O)(c1cnccc1N1CCN(/N=C/c2ccc(Br)cc2)CC1)N1CCCCC1,-12,25,7,3,8,0,4,-41,13,-8,-20
COc1cccc(NC(=O)c2ccc3c(c2)N(CC(=O)N2CCOCC2)C(=O)C(C)(C)O3)c1,14,-17,-8,8,5,-6,13,-3,5,1,5
O=C(NCCc1ccccn1)c1cc2ccccc2o1,-7,-56,-67,-80,-2,-6,-74,3,-67,-5,-17
Cn1c(=O)c([N+](=O)[O-])c(NCc2ccccc2)c2ccccc21,6,-8,7,7,-2,-8,5,7,26,-27,14
Cc1cc(C)c2nc(SC(C)C(=O)NCC(=O)Nc3ccc(F)c(F)c3F)cc(C)c2c1 (stereo unspecified),3,8,2,3,6,8,12,28,14,21,-8
CCCCNC(=O)C1CCC(CNc2nc(=S)[nH]c3ccccc23)CC1 (stereo unspecified),-14,10,17,-5,8,7,-4,-1,-29,-6,5
c1ccc(-n2nnnc2CN2CCOCC2)cc1,13,0,14,10,6,2,14,-3,24,13,2
CCCCn1nnnc1NCc1ccc(C)s1,14,-1,6,-5,-4,-15,-12,-9,17,18,-6
CN(CCOc1ccccc1)CC(=O)Nc1cc([N+](=O)[O-])ccc1Cl,-10,-5,6,-4,-2,7,8,-25,1,-5,7
CCOc1ccc(C2=NNC(c3cccs3)=Nc3ccc(OC)cc32)cc1,-8,-50,-2,-50,2,-3,-99,-30,-28,10,-21
COc1cccc(CNC(=O)c2ccc(OC)c(S(=O)(=O)NC3CCCC3)c2)c1,1,-14,19,0,7,11,12,11,-17,-7,4
COc1ccc(N2CCN(C(=O)CSc3nc4c(c(=O)n(C)c(=O)n4C)n3C(C)C)CC2)cc1,-2,21,-4,5,5,4,-3,7,-4,-29,-6
CC(/C=N/Nc1nc2ccccc2[nH]1)=C\c1ccccc1,-4,-50,-64,-95,-13,-29,-170,14,-10,38,-57
O=C(OCc1cnc(Cl)s1)c1ccccc1Cl,-3,-33,1,-9,-3,-3,0,-26,-7,0,-10
O=C(NCC(=O)N1CCC2(CC1)NCCc1[nH]cnc12)c1ccc(F)cc1,-5,-6,11,3,0,16,-8,-5,-11,4,-3
O=C(Nc1ccc(S(=O)(=O)N2CCCC2)cc1)C1CCCN1C(=O)c1cccs1 (stereo unspecified),-9,13,12,16,-4,4,-3,2,-6,12,3
CC(=O)Nc1ccc(C(=O)NCC2(N3CCCCC3)CCCCC2)cc1,25,18,4,-28,-26,-12,-18,-11,-7,15,-4
CCN(CC)S(=O)(=O)c1ccc(Oc2ccc(S(=O)(=O)N(CC)CC)cc2)cc1,10,7,12,2,6,-8,22,5,77,4,38*
COc1cc(/C=C/C(=O)OCC(=O)NC2CCS(=O)(=O)C2)ccc1O (stereo unspecified),13,12,18,16,-1,-6,-20,5,-3,-2,-2
Cc1sc2nc3n(c(=O)c2c1C)NC(=O)CC3,-9,-6,-23,-15,1,-5,-2,2,12,3,11
Cc1cc(-c2nnc(SCC(=O)c3ccc(Cl)cc3)o2)no1,18,-17,20,0,-6,-4,-8,-10,-10,-4,-7
COc1cccc(-c2cc(C(F)(F)F)n3nc(C(=O)Nc4c(C)n(C)n(-c5ccccc5)c4=O)cc3n2)c1,-3,1,-5,11,-4,4,-13,11,4,0,-20
OC(c1nc2ccc(F)cc2[nH]1)C(O)c1nc2ccc(F)cc2[nH]1 (stereo unspecified),-7,-8,-1,-5,8,3,7,0,-37,5,-13
O=C(CN1CCN(Cc2ccccc2Cl)C1=O)NCc1ccccn1,-11,4,8,-5,-6,10,1,-7,12,0,18
COc1ccc(C(=O)Nn2c(C)nnc2-n2nc(C)cc2C)cc1OC,4,3,10,-9,-10,9,2,-16,1,3,13
CC(=O)c1cccc(NC(=O)C2CC(c3ccc(F)cc3)=NO2)c1 (stereo unspecified),-4,27,15,-3,-4,1,-1,0,-9,-6,-8
Cc1nc2ccccc2cc1C(=O)NCc1ccccc1,-1,-1,12,7,-2,4,4,-5,17,-4,3
CCc1ccc(/C=N/n2c(C3CCCCC3)n[nH]c2=S)cc1,13,-9,0,6,-3,26,3,10,15,11,16
COc1ccc(C(=O)NCc2nnc(SCC(=O)NCc3ccc(F)cc3)o2)cc1,-6,8,14,-3,6,5,7,6,-24,-14,5
Cc1ccc(C(=O)OCc2cn(-c3ccccc3)nn2)cc1,-10,-20,-6,6,-2,7,8,7,8,-6,-1
CCOC(=O)N1CCN(S(=O)(=O)c2ccc(F)c(C(=O)Nc3ccc(C(C)C)cc3)c2)CC1,2,11,5,-13,-3,7,9,-5,43,1,6
COC(=O)c1ccc(NN=Nc2ccc(C)cc2)cc1,-3,-32,-46,-103,-40,-6,-85,2,-41,6,-11
N#C/C(=C\c1ccc[nH]1)C(=O)N1CCCCC1,7,3,1,-7,-2,2,-23,-17,3,-6,-15
COc1ccc(C2CC(c3ccc4ccccc4c3)=NN2C(=O)COC(=O)C2CCC(=O)N2)cc1 (stereo unspecified),17,-20,-112,-101,-40,-4,-187,3,-16,-7,-89
C=CCNc1nc(NC(C)(C)CO)nc(OCC)n1,1,-6,-26,-7,11,8,2,-3,7,-16,-21
O=C(NC12CC3CC(CC(C3)C1)C2)c1cnccn1,1,-1,7,-20,0,14,15,-6,7,-10,17
Cc1cc(N=Nc2ccc3ccccc3c2)ccc1O,5,-6,-133,-89,-48,-35,-175,25,-69,55*,-48
COC(=O)C1CCN(Cc2cn(Cc3ccccc3)nc2-c2cc3ccccc3o2)CC1,12,-39,18,5,-1,-9,8,-8,2,1,7
COc1ccc(-c2csc(NC(=O)c3ccccc3Br)c2C(=O)O)cc1,-16,0,-30,16,3,2,18,3,15,-17,-6
Cc1ccc(-c2c(C(=O)N(C)Cc3ccccc3)oc(=O)c3ccccc23)cc1,11,27,15,1,10,-3,-7,4,-5,0,3

# Gathered by group: the entries above containing a COOH group
SMILES,CF NFkB inh,TROY NFkB inh,SRC3 inh,SRC1 inh,EBV LMP1 NFkB,KKLEB cytotox,LRH-1 inv ag,TWEAK Fn14 block,Shn3 inh set2,TRAIL sens C8,COUP-TFII inh
CC(C)(S)[C@@H](N)C(=O)O,8,3,5,7,55*,7,6,0,74,-11,6
COc1ccc(-c2csc(NC(=O)c3ccccc3Br)c2C(=O)O)cc1,-16,0,-30,16,3,2,18,3,15,-17,-6
